E-selectin induc = induces E-selectin expression in human endothelial cells | HUVEC E-selectin immunofluorescence imaging; normalized: neutral wells 0, TNF-alpha wells 100 | hit rate 0.37% among 260,000 | activation, % at 7.58 µM | P16581;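 active means mean E-selectin-positive cell signal at least 10% of the positive control, reached in at least 60% of replicates, without over 20% cell loss; inconclusive means no rule given, readout overlaps actives, possibly toxicity-flagged; inactive means the rest, including those meeting only one limit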;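 further: in these data hits start at about 27%; measured in HUVEC primary endothelial cells; signal is the percent of cells scored E-selectin positive by PE staining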
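System: HUVEC / Compound: single concentration / Signal: immunofluorescence imaging / Read-out: percent E-selectin-positive cells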
S100A4 inh HTS = inhibitors of human S100A4 binding to myosin IIA peptide; P26447; S100A4/TAMRA-MyoIIA peptide fluorescence polarization; inhibition, % at 10.7 µM; hit rate 0.14% among 360,000; AID 652163;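 active means mean inhibition of at least 70% across replicates, with every replicate also reaching that level; inconclusive means mean inhibition reaches 70% but some replicates fall short; inactive means mean inhibition below 70%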
Target sequence (P26447 whole entry, looked up): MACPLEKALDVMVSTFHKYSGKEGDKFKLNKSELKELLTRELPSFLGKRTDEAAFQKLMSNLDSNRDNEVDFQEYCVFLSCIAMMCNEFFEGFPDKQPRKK
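Compound dosing: one dose per compound; test system: human S100A4 monomer with TAMRA-labelled myosin IIA peptide; probe or stimulus: TAMRA-labelled myosin IIA heavy-chain peptide probe, 5 nM; medium: HEPES buffer with Ca2+, pH 7.2; schedule: 5 min incubation before reading; benchmarks: neutral control DMSO, positive control TFP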
SIRT5 inh = blocks human SIRT5 desuccinylation of peptide; Q9NXA8; Purified SirT5, succinyl-peptide AMC, trypsin-coupled fluorescence; inhibition, % at 15 µM; hit rate 1.1% among 330,000; in the data active means inhibition above about 15%; inconclusive means no clear call, values can overlap the other calls
Target sequence (Q9NXA8 whole entry, looked up): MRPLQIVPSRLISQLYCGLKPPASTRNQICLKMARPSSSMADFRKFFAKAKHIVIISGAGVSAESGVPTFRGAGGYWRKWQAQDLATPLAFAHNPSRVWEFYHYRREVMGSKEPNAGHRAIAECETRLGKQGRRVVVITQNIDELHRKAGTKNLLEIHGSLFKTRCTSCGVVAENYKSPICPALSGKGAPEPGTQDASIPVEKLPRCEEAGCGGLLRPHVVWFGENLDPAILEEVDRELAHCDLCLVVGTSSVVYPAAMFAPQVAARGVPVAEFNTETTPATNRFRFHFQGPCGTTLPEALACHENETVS
Statin myotox sup = suppression of simvastatin myotoxicity | C2C12 myotubes + simvastatin, ATP luminescence, 48 h; scaled: DMSO 0, geranylgeraniol control 100 | rescue of ATP level, % at 7.49 µM | hit rate 0.78% among 330,000;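 active means mean ATP rescue above about 67%, or every replicate alone reaching that limit, limit read from the data, passing the limit was not always enough; inconclusive means no clear call, values can overlap the other calls; inactive means mean under the limit and some replicate under it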;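 further: myotubes were challenged with 10 µM simvastatin during compound exposure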
PglD inh = blocks C. jejuni PglD acetyltransferase activity. purified PglD enzyme, DTNB colorimetric CoA detection. inhibition, % at 12.5 µM. hit rate 0.098% among 360,000; in the data active means inhibition above about 16%, passing the limit was not always enough; inconclusive means no clear call, values can overlap the other calls; further: strong numbers were not always called active
DENV2 CPE = protects cells from dengue virus 2 cytopathic effect. hit rate 1.7% among 350,000. DENV2-infected cells, cytopathic effect rescue, plate reader. CPE inhibition, % at 9.99 µM. AID 651640; in the data active means CPE inhibition above about 20%, passing the limit was not always enough; inconclusive means no clear call, values can overlap the other calls; tested in BHK-21 cells;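 further: 0% = median of neutral control wells and 100% = median of positive control wells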
ERp5 inh = blocks human ERp5 reductase activity on insulin; Q15084; ERp5 insulin aggregation, absorbance 650 nm, 90 min; inhibition, % at 9.99 µM; hit rate 0.05% among 350,000;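 active means mean replicate inhibition above about 25%, with every replicate also reaching it, limit read from the data, passing the limit was not always enough; inconclusive means only one of those two criteria met; inactive means neither criterion met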
Target sequence (Q15084 whole entry, looked up): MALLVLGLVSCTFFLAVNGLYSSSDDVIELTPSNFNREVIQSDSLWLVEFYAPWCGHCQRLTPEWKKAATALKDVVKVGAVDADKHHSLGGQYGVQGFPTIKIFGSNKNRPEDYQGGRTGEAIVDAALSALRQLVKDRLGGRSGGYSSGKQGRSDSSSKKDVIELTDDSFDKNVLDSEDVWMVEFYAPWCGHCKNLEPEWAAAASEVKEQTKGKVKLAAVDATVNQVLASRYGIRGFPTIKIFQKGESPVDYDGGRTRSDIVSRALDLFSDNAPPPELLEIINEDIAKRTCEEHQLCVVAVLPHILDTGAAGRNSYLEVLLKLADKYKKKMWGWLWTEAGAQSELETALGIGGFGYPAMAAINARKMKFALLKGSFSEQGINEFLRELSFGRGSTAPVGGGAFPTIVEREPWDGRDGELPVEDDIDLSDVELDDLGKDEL
* = called active by the depositor; u = inconclusive; x = not tested or not shown. Some of the compounds tested; the hit share may differ from the screen's.

SMILES | E-selectin induc | S100A4 inh HTS | SIRT5 inh | Statin myotox sup | PglD inh | DENV2 CPE | ERp5 inh
COC(=O)[C@]12CCCCC=C1N(Cc1ccc(Cl)cc1Cl)C(=O)[C@H](CC(=O)N1CCN(C(=O)c3ccco3)CC1)C2 | -0.1 | -3 | 7 | x | x | -2 | -2
COCC#Cc1cnc2c(c1)C(=O)N([C@H](C)CO)C[C@H](C)[C@H](CN(C)C(=O)Cc1ccncc1)O2 | 0.0 | 13 | 8 | 16 | -2 | 7 | 2
CC(=O)N[C@H]1CC[C@H](CC(=O)NCc2ccc(Cl)cc2)O[C@@H]1CO | -0.1 | 25 | 1 | 3 | 8 | 0 | -2
COc1ccc(NC(=O)CSC2=C(C#N)C(c3ccco3)C3=C(CCCC3=O)N2)c(OC)c1 (centres undefined) | x | 3 | 12 | x | 1 | x | 14
CCOCCCNC(=O)c1cn(CC(C)C)c(=O)c2cc(OC)c(OC)cc12 | -1.4 | 2 | -3 | -4 | 0 | 14 | 5
C[C@H](O)C#Cc1ccc([C@@H]2[C@@H](CO)N3CCCCN(C(=O)c4cccc(F)c4)C[C@H]23)cc1 | -0.6 | 12 | -3 | -2 | -4 | -7 | -1
COc1ccccc1NC(=O)Nc1cccnc1 | 5.8 | -3 | -4 | -3 | 7 | -6 | 0
COc1ccc(/C=C(/NC(=O)c2ccccc2)C(=O)NCCN2CCOCC2)cc1OC | 0.0 | -4 | 1 | x | -3 | -1 | 1
CCCCN1CCCCC1(C)C(=O)NCc1ccc2c(c1)OCO2 (centres undefined) | 0.0 | 2 | x | -3 | 7 | -12 | 2
C/C=C/c1ccc([C@@H]2[C@H](CO)N3CCCCN(S(=O)(=O)c4ccc(F)cc4)C[C@@H]23)cc1 | -0.6 | -7 | 3 | -10 | 3 | -14 | -5
CCCCc1c(-c2cccc(OC)c2)ncn1CCc1ccccc1OC | -0.3 | 12 | 12 | x | x | 2 | -11
CN(C)C(=O)c1cccc(-c2ccc3c(c2)[C@@H]2[C@@H](CCN2C(=O)C2CCOCC2)[C@@H](CO)N3)c1 | 0.1 | 1 | 2 | -7 | 2 | -9 | 3
COc1ccccc1-c1cccc(-c2nc(C(=O)N3CCOCC3)cc3c2[C@@H](CCO)N([S@](=O)C(C)(C)C)C3)c1 | 0.0 | -40 | -1 | 9 | 11 | 5 | 0
O=C(C1CCCCC1)N1CC2(C1)[C@H](c1ccccc1)[C@@H](CO)N2CCC(F)(F)F | 0.0 | 3 | 2 | x | x | 35* | -1
CC(CC(=O)c1cccs1)CC(=O)c1cccs1 | x | 3 | -9 | -6 | 5 | x | u
C=CCn1c(SCC(=O)c2c(N)n(C3CC3)c(=O)[nH]c2=O)nnc1-c1ccc(OC)cc1 | -0.1 | 1 | -1 | -3 | -5 | -2 | 0
O=C(COC(=O)c1ccccc1O)Nc1cccc2ccccc12 | 0.3 | -5 | -3 | -3 | 2 | -7 | 3
CN1CCCC(OC(=O)c2ccc3c(c2)OCCO3)C1 (centres undefined) | x | 15 | x | 4 | 5 | x | x
Cc1noc(C)c1NC(=O)N[C@H]1CC[C@H](CCNC(=O)C2CCC2)O[C@@H]1CO | -0.1 | -4 | -1 | -2 | -1 | -12 | -8
CC(C)(C)c1ccc(/C=C2/SC(N3CCCC3)=NC2=O)cc1 | x | 2 | 0 | x | -7 | 0 | -1
C[C@H]1CN([C@@H](C)CO)C(=O)c2cc(NC(=O)CCN3CCOCC3)ccc2O[C@@H]1CN(C)C(=O)Nc1ccc(F)cc1 | 0.0 | -2 | -6 | 11 | -2 | u | 1
CCCN(Cc1ccco1)S(=O)(=O)c1ccc(OC)c(OC)c1 | 0.0 | -6 | 1 | 23 | x | 4 | 5
Cc1cc(NC(=O)CN2C(=O)c3ccccc3S2(=O)=O)no1 | -0.8 | -1 | -2 | -10 | -3 | 12 | 6
COc1ccc(NC(=O)c2ccc(NC(=O)c3nc4nccc(C)n4n3)cc2)cc1 | -0.2 | 3 | 11 | 1 | -2 | 19 | -14
COc1ccc(NC(=O)CSc2nnnn2C)cc1S(=O)(=O)N1CCCCC1 | -0.4 | -1 | -4 | 0 | 2 | 9 | -3
Continuation:
SMILES | E-selectin induc | S100A4 inh HTS | SIRT5 inh | Statin myotox sup | PglD inh | DENV2 CPE | ERp5 inh
CC(=O)Nc1ccccc1OCc1cnc(Cl)s1 | 3.7 | -9 | -3 | -12 | 3 | x | -5
CN(N=Cc1cccc2cccnc12)c1ccc([N+](=O)[O-])cc1[N+](=O)[O-] | x | -2 | -1 | 3 | x | -2 | 2
COC(=O)C1CCN(C(=O)c2cc(OC)c(OC)c(OC)c2)CC1 | x | 0 | -2 | 1 | 1 | 5 | -1
O=C(C[C@H]1C[C@H]2c3cc(NS(=O)(=O)c4ccc(F)cc4)ccc3O[C@H]2[C@@H](CO)O1)NCc1ccncc1 | -0.2 | 7 | -3 | -2 | 1 | 0 | 11
COc1ccc(NC(=O)CSc2nc3ccccc3c(=O)n2CCCC(=O)NCC2CCCO2)c(OC)c1 (centres undefined) | x | 6 | 9 | -5 | 2 | 0 | -8
O=C1c2cccc3cccc(c23)C(=O)N1c1ccccc1Cl | -0.1 | 1 | -4 | 10 | -3 | 9 | 3
C/C=C/c1ccc2c(c1)O[C@@H](CN(C)C(=O)Nc1ccc(C(F)(F)F)cc1)[C@H](C)CN([C@@H](C)CO)S2(=O)=O | 0.2 | -5 | 9 | -1 | 1 | 15 | 13
COC(=O)c1ccccc1NC(=O)CSc1n[nH]c(-c2ccncc2)n1 | 1.5 | 8 | -1 | 6 | 4 | 1 | -2
COc1ccc(NC(=O)CC(NCc2ccccn2)C(=O)O)cc1 (centres undefined) | x | -2 | 3 | x | x | x | 0
C[C@H]1CN([C@@H](C)CO)C(=O)c2ccccc2-c2ccccc2CO[C@@H]1CN(C)CC1CC1 | -3.2 | 2 | -7 | 14 | -8 | 1 | 4
Cc1ccc(NC(=O)COC(=O)c2ccc[n+]([O-])c2)c(Br)c1 | x | -11 | -3 | 6 | 2 | -5 | 0
CO[C@@H]1CN(C)C(=O)c2cc(NS(=O)(=O)c3cn(C)cn3)ccc2OC[C@H](C)N(CCC(F)(F)F)C[C@@H]1C | 0.1 | 3 | -1 | -6 | -3 | 6 | 4
COc1cccc(C=Nc2ccc3c(c2)CCC3)c1O | 1.2 | -3 | -4 | 1 | 0 | 3 | -6
COCCn1cnc2c1c(=O)n(Cc1ccc(Br)cc1)c(=O)n2Cc1ccccc1 | x | 0 | -3 | 24 | -4 | -1 | 1
CCOc1cc(C2/C(=C(/O)c3ccc(S(=O)(=O)N4CCCCC4)cc3)C(=O)C(=O)N2CCOC)ccc1O (centres undefined) | 0.3 | -1 | 0 | 6 | 0 | 15 | 6
CN1CCN(c2ccc(NC(=O)c3ccc([N+](=O)[O-])o3)cc2Cl)CC1 | x | 2 | 1 | 94* | 1 | 0 | 4
CCOc1ccccc1N1C(=O)CC(Sc2n[nH]c(-c3ccccc3)n2)C1=O (centres undefined) | x | -1 | 1 | x | x | -11 | 1
Cc1ccc(C(=O)O/N=C(\N)c2ccccn2)c(C)c1 | 2.0 | 0 | -2 | 0 | -1 | u | 3
C/C(=N\NC(=O)c1ccccc1O)c1ccc(NC(=O)c2ccccc2)cc1 | 0.0 | 4 | 0 | x | 0 | 117* | 2
CN(C)C(=O)c1cccc(-c2ccc3c(c2)[C@H]2[C@H](CCN2C(=O)Cc2ccccc2)[C@@H](CO)N3)c1 | 1.5 | 0 | 1 | 33 | -3 | -9 | 2
O=C(C[C@H]1CC[C@H]2[C@@H](COC[C@H](O)CN2C(=O)c2cccnc2)O1)Nc1ccc(-c2ccccc2)cc1 | 1.5 | x | x | 2 | -3 | 6 | x
CCn1nc(C)c(CNC(=O)C2CCC(=O)N(CCc3ccc(OC)cc3)C2)c1C (centres undefined) | x | -11 | 4 | 4 | 1 | -6 | 3
O=[N+]([O-])c1ccc(F)c(CN2CCN(c3ncc(Cc4ccccc4)cn3)CC2)c1 | -0.1 | 1 | 2 | x | x | -3 | 7
Cc1ccc(C(=O)Nn2cnnc2)cc1 | x | -4 | -4 | -9 | 2 | -1 | 3
Cc1cccc(NC(=O)CN2CCN(C(=O)CN3C(=O)NC4(CCCCC4C)C3=O)CC2)c1C (centres undefined) | x | -14 | -3 | 6 | -4 | 0 | 4

Some of these compounds in order of SMILES length, lowest first:
SMILES | E-selectin induc | S100A4 inh HTS | SIRT5 inh | Statin myotox sup | PglD inh | DENV2 CPE | ERp5 inh
Cc1ccc(C(=O)O/N=C(\N)c2ccccn2)c(C)c1 | 2.0 | 0 | -2 | 0 | -1 | u | 3
COC(=O)c1ccccc1NC(=O)CSc1n[nH]c(-c2ccncc2)n1 | 1.5 | 8 | -1 | 6 | 4 | 1 | -2
CCn1nc(C)c(CNC(=O)C2CCC(=O)N(CCc3ccc(OC)cc3)C2)c1C (centres undefined) | x | -11 | 4 | 4 | 1 | -6 | 3

Next results.
SMILES | E-selectin induc | S100A4 inh HTS | SIRT5 inh | Statin myotox sup | PglD inh | DENV2 CPE | ERp5 inh
Cc1ccc(S(=O)(=O)N[C@@H]2C=C[C@@H](CC(=O)NCc3ccc(Cl)c(Cl)c3)O[C@H]2CO)cc1 | 0.4 | 2 | -7 | 13 | 3 | u | 3
O=C(c1cc(=O)[nH]c2ccccc12)N1CCN(c2ccc([N+](=O)[O-])cc2)CC1 | 33* | -1 | 0 | 11 | -1 | 3 | 7
CCCCCN(C(=O)CCC(=O)OCc1ccccc1Cl)c1c(N)n(CCCC)c(=O)[nH]c1=O | -0.3 | -3 | -2 | 5 | -1 | -4 | 8
O=C(N[C@@H]1CC[C@@H](CCNC(=O)c2ccccc2F)O[C@@H]1CO)c1cnccn1 | 0.4 | -7 | 4 | 1 | -3 | -1 | 20
CCNC(=O)C[C@@H]1C=C[C@H](NC(=O)C2CC2)[C@H](CO)O1 | 0.1 | 9 | 1 | -2 | 1 | 0 | -2
COc1cc2nc(C3CCC3)n(N)c(=O)c2cc1OC | -0.1 | 2 | -3 | 0 | 1 | -7 | -3
COc1cc(NC(=O)C2CC(=O)NC3=C2C(=O)CCC3)cc(OC)c1 (centres undefined) | x | -3 | -2 | 2 | 4 | 3 | 2
C=C1CCN([C@@H](CC(C)C)C(=O)NCCC(C)C)S(=O)(=O)c2ccccc21 | 0.0 | 1 | 0 | -17 | 0 | 4 | 9
CCCCCCOc1ccc(C(=O)O)cc1 | 0.2 | 5 | 0 | x | 3 | -2 | 0
Cc1cccc(-n2c(SCC(=O)NCc3ccc4c(c3)OCO4)nc3ccccc3c2=O)c1 | x | 1 | -6 | x | x | -7 | 1
C/C=C(\C)C(=O)N1CC2(CC(c3cccc(NC(=O)COc4ccc(Cl)cc4)c3)=NO2)C[C@@H]1C(N)=O (some centres undefined) | -0.1 | 3 | -4 | 2 | 2 | -5 | 0
C[C@H](O)C#Cc1cnc2c(c1)C(=O)N([C@H](C)CO)C[C@H](C)[C@@H](CN(C)CC1CCCCC1)O2 | -0.1 | -6 | -5 | 17 | 3 | 11 | x
CN(CC(=O)NCC1CCCCC1)S(=O)(=O)c1ccc(Cl)cc1 | x | -2 | -2 | -7 | 3 | 6 | -4
CC(C)N(C(=NCc1ccccc1)NC(=O)c1ccccc1)C(C)C | -0.1 | 28 | x | 25 | 0 | -8 | -2
CC(N=C1NS(=O)(=O)c2ccccc21)C(=O)N1CCc2ccccc2C1 (centres undefined) | 0.1 | -2 | -3 | -5 | -4 | 0 | 2

Exported as tab-separated lines: part of the list above.
Molecule	E-selectin induc	S100A4 inh HTS	SIRT5 inh	Statin myotox sup	PglD inh	DENV2 CPE	ERp5 inh
COc1cc2nc(C3CCC3)n(N)c(=O)c2cc1OC	-0.1	2	-3	0	1	-7	-3
COc1cc(NC(=O)C2CC(=O)NC3=C2C(=O)CCC3)cc(OC)c1 (centres undefined)	x	-3	-2	2	4	3	2

Source: PubChem BioAssay (Broad Institute)
